Hsp90 block = displaces geldanamycin probe from tumor Hsp90 | P07900 | NCI-N417 lysate Hsp90, Cy3B-geldanamycin FP displacement | inhibition, % at 30 µM | 64,000 compounds, 0.35% hits | AID 429;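 active = inhibition above 50%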;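 note: 0% = tracer plus lysate wells and 100% = tracer alone without lysate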
JNK3 inh = blocks human JNK3 kinase activity; purified JNK3 kinase activity, HTS; 60,000 compounds, 0.61% hits; inhibition, % at 8 µM; P53779; AID 746; in the data active = inhibition above about 17%;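 note: 0% = DMSO and 100% = reference inhibitor; many of its hits are not listed in these tables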
Fluor 339 460 = intrinsic fluorescence of library compounds, ex339/em460 – biochemical, MLSMR library, data from DPM-DC assay, artefact control, profiling panel; 65,000 compounds, 5.5% hits; compound autofluorescence, ex339/em460 nm, NADH buffer; active compounds read high; 1 = no-compound wells, NADH background; fluorescence fold increase at 10 µM; AID 709;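 active = at 10 µM, mean starting fluorescence two-fold or more over control wells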;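 note: signal is the first read of a kinetic run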
Her2 expr inh = Her2 kinase expression inhibition; SKBR-3 HER2 protein level, AlphaScreen, 18-24 h; active compounds read low; HER2 level % of control, % at 10 µM; 65,000 compounds, 0.69% hits;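 active = HER2 level under 5% of the carrier-only control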;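 note: 100% = DMSO carrier and 0% = 500 nM PU-H71 HSP90 inhibitor; lower value means stronger loss of Her2 protein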
Abs 340nm = absorbance at 340 nm | compound absorbance at 340 nm, fold over control | fold change at 10 µM | 65,000 tested, under 10 active;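 active = at 10 µM dose, initial 340 nm absorbance at least 2 fold that of control wells; inactive = change under 2 fold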;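 note: initial absorbance extrapolated from kinetic A340 decline of NADH oxidation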
PKA kinase inh = PKA (human) kinase inhibition. P17612. PKA Kemptide phosphorylation, Kinase-Glo ATP luminescence. 65,000 compounds, 0.1% hits. inhibition, % at 6 µM;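 active = inhibition above the screen-wide mean inhibition plus 3 SD, cut at about 21% in these data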; note: many of its hits are not listed in these tables
ROCK2 inh = inhibitors of human Rho kinase 2. O75116. purified ROCK2, Kinase-Glo ATP depletion luminescence. inhibition, % at 6 µM. 60,000 compounds, 0.35% hits. AID 604;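 active = inhibition above the screen-wide mean inhibition plus 3 SD, cut at about 18% in these data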;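 note: plate controls were DMSO wells for no effect and Y-27632 control wells after no-enzyme background subtraction for full effect; many of its hits are not listed in these tables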
DUSP1 inh = blocks human MKP-1 phosphatase activity; 65,000 compounds, 0.15% hits; AID 374; P28562; inhibition, %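 (compounds tested at a single concentration somewhere between 10 and 100 µM)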; recombinant MKP-1, OMFP hydrolysis fluorescence;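 active = inhibition above about 50%, limit read from the data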;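 note: 0% = DMSO max control wells and 100% = wells with enzyme stopped by NaOH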
Cdc25B block = inhibitors of human Cdc25B phosphatase; AID 368; recombinant Cdc25B, OMFP fluorescence Ex485/Em525; 65,000 compounds, 0.1% hits; inhibition, %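 (compounds tested at 10 µM final in the well)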; P30305; in the data active = inhibition above about 50%
An asterisk follows results filed as active; · = no result given. An excerpt; the hit share may differ from the screen's.

SMILES	Hsp90 block	JNK3 inh	Fluor 339 460	Her2 expr inh	Abs 340nm	PKA kinase inh	ROCK2 inh	DUSP1 inh	Cdc25B block
C=CCNc1oc(-c2ccc(OCC)cc2)nc1C#N	3.5	-3.5	2.27*	94.2	1.07	7.2	8.5	-2.2	-3.8
Cc1nn(-c2ccccc2)c2c1C(c1ccccc1)C(C#N)=C(N)O2 (stereo not drawn)	3.8	-0.3	1.02	81.5	1.04	7.3	2.0	5.7	-0.9
COCCN(C(=O)c1csnn1)C(C(=O)NC1CCCCC1)c1cccs1 (stereo not drawn)	-3.3	-0.8	1.07	86.1	1.01	-2.2	1.6	-5.1	-8.3
COc1ccc(C2CC(=O)c3c(C)nc(N4CCN(c5ccccc5)CC4)nc3C2)cc1 (stereo not drawn)	-0.1	-8.4	1.35	82.8	1.03	9.2	2.4	-8.2	-1.8
N#C/C(=C(/O)CSc1nnc(Cc2cccs2)n1C1CCCCC1)c1nc2ccccc2[nH]1	·	·	1.21	75.7	1.15	7.8	·	51.6*	-0.3
Cn1nccc1C(=O)NCCN1C(=O)OC(C)(C)C1(C)O (stereo not drawn)	-0.8	-5.8	1.09	73.5	1	11.9	2.0	1.5	8.8
O=C(c1ccc(N2CCCC2=O)cc1)N1CCCCCC1	-3.3	9.3	1.12	103.3	1.03	4.6	3.0	-5.7	5.9
COc1ccc(NC(=O)C2Cc3ccccc3CN2C(=O)c2ccccc2)cn1 (stereo not drawn)	-0.9	-6.8	1.07	112.2	1.02	3.0	0.4	8.8	-4.2
OCC(CO)(CO)N=Cc1c(O)ccc2ccccc12	0.5	3.2	1.04	80.5	1.06	3.4	3.6	7.3	13.8
COc1ccc(CCNc2nc(-c3ccco3)cc(C(F)(F)F)n2)cc1OC	·	·	1.18	26.7	1.07	0.2	·	0.8	-10.8
CN(C)c1ccc(C(c2nnnn2CCOC(=O)Nc2ccc(Cl)cc2)N2CCOCC2)cc1 (stereo not drawn)	-2.9	4.0	1.09	85.0	1.01	-8.1	-2.9	33.1	3.3
O=C(NCC1CCCO1)c1c(O)c2ccccc2[nH]c1=O (stereo not drawn)	0.7	2.3	1.08	87.3	1.02	0.2	4.7	-7.6	3.7
CCc1c(C)sc(NC(=O)c2ccc(Br)o2)c1C(=O)OC	-5.1	-9.6	2.8*	65.7	1.11	-3.8	-1.8	8.3	4.3
COc1ccc(N2CCn3c2nc2c3c(=O)n(CCc3ccccc3)c(=O)n2C)cc1	-3.6	1.0	1.62	108.9	1.05	4.7	6.8	12.6	-9.0
CC(C)OC(=O)c1c(NC(=O)c2cccs2)sc2c1CCCC2	-5.5	1.8	2.2*	107.4	1.11	-3.1	-0.3	15.0	-5.5

Quoted from the listing:
Under Cdc25B block, COCCN(C(=O)c1csnn1)C(C(=O)NC1CCCCC1)c1cccs1 (stereo not drawn) has -8.3
Under Hsp90 block, Cc1nn(-c2ccccc2)c2c1C(c1ccccc1)C(C#N)=C(N)O2 (stereo not drawn) has 3.8
Under JNK3 inh, OCC(CO)(CO)N=Cc1c(O)ccc2ccccc12 has 3.2
Under Abs 340nm, O=C(NCC1CCCO1)c1c(O)c2ccccc2[nH]c1=O (stereo not drawn) has 1.02

Next entries.
SMILES	Hsp90 block	JNK3 inh	Fluor 339 460	Her2 expr inh	Abs 340nm	PKA kinase inh	ROCK2 inh	DUSP1 inh	Cdc25B block
COc1cccc(-c2nnc(SCC(=O)Nc3cc(C)on3)o2)c1	4.6	-6.0	1.15	85.9	1.03	-1.6	0.0	6.5	-12.8
Nc1nnc(Cc2ccc(Cl)c(Cl)c2)s1	1.1	-0.5	1.07	125.8	1.02	-0.4	3.2	-3.0	-15.7
CCCCc1nc2ccccc2n1Cc1nnc2n1-c1ccccc1SC2	-1.3	1.0	1.04	106.8	0.98	-2.3	-3.2	30.8	-9.4
Cc1ccc(S(=O)(=O)NC(C(=O)OCC(=O)NC(=O)c2cccn2C)C(C)C)cc1 (stereo not drawn)	-5.5	-3.7	1.05	103.6	1	6.5	3.7	3.5	-16.9
Cn1nnnc1SCc1ccc(C(=O)Nc2nccs2)cc1	-7.5	19.9*	1.1	42.8	1.02	1.0	-11.7	7.0	-7.6
COc1ccc(CCNC(=O)COc2ccc(S(=O)(=O)N3CCOCC3)cc2)cc1OC	1.2	4.5	1.09	103.8	1.02	5.0	8.9	-4.8	-4.2
Cc1cc(C)n2nc(SCC(=O)c3ccc[nH]3)nc2n1	-3.3	9.9	1.04	115.1	1.01	10.0	3.5	12.3	-15.2
CCCCN(C(=O)CN1C(=O)C2CC=CCC2C1=O)c1c(N)n(CCC)c(=O)[nH]c1=O (stereo not drawn)	-0.6	-0.6	1.08	205.4	1.01	9.8	5.1	3.0	-16.1
CCOc1cccc2c1OC1(C)CC2NC(=O)N1c1cccc(F)c1 (stereo not drawn)	-0.5	1.8	1.13	121.9	1.01	11.9	4.0	-0.9	1.2
CC(C)Cn1c(-c2ccccc2F)n[nH]c1=S	-2.7	5.6	1.08	112.7	1	3.0	5.6	9.3	-16.3
CC(C)CC1NC(=O)N(CC(=O)c2ccc3c(c2)OCCO3)C1=O (stereo not drawn)	-4.1	·	1.11	54.6	1.02	-3.7	·	6.3	-11.8
CCCCOC(=O)c1ccc(NC(=O)c2cnc3n(c2=O)CCS3)cc1	2.1	0.8	2*	95.0	1.07	7.7	5.6	8.3	-8.1
CCN(CC)c1ccc(NC(=O)CN2C(=O)CC(C)(C)S(=O)(=O)c3ccccc32)c(C)c1	5.1	-2.2	1.02	109.4	0.98	-1.4	-9.1	8.0	-9.1
Cc1ccc(NC(=O)CSc2nnc(Cc3cccn3C)n2-c2ccc(F)cc2)cc1	3.3	1.1	1.03	99.3	0.98	5.5	1.2	16.1	-5.0
O=C1C2C3C=CC(C3)C2C(=O)N1c1nccs1 (stereo not drawn)	-0.5	-1.0	1.08	101.6	1.03	-0.7	3.6	10.2	-5.2
C=CCOc1nc2c(c(=O)n(C)c(=O)n2C)n1C	0.1	-3.5	1.04	117.0	0.99	4.0	6.1	-7.1	-1.3
O=C1NCCCC2c3cc(O)c4ccccc4c3OC12N1CCCCC1 (stereo not drawn)	94.8*	3.5	1.12	67.3	1.06	-1.6	-2.7	39.9	46.0
O=C(Nc1nnc(C2CCCO2)s1)c1cccs1 (stereo not drawn)	-9.3	-5.8	1.13	56.4	1.07	-2.6	-5.3	-3.2	5.0
O=C(Cn1nnc(-c2ccccc2NC(=O)c2ccccc2F)n1)NCc1ccco1	·	·	1.18	90.1	1.04	0.1	·	10.1	-25.5
C/C(N)=C(/C#N)C(=O)COC(=O)c1cc(S(=O)(=O)N2CCCCC2)ccc1C	-1.1	-2.5	1.06	98.1	1.04	4.0	0.3	14.0	-10.7
CCOC(=O)CC(=O)Nc1c(C)cc(C)cc1C	-1.1	11.5	1.06	120.1	1	9.3	7.3	-13.2	1.2
Cc1cccc2cc(CN(CC3CCCO3)C(=O)NC3CCCCC3)c(=O)[nH]c12 (stereo not drawn)	-2.0	6.2	1.34	103.7	1.04	-1.1	-4.6	-11.1	6.7
Cc1cccc(N(C(=O)CCC(=O)Nc2ccccn2)C(C(=O)NC(C)C)c2ccc(O)cc2)c1 (stereo not drawn)	-1.4	-4.7	1.02	111.1	0.97	11.0	3.8	-12.5	-2.8
O=C(COc1cccc2cccnc12)NCC(F)(F)F	2.3	0.6	1.21	115.1	1.01	3.3	0.5	40.8	-4.1
COC(=O)c1c(C)nc2ccccc2c1C(=O)O	-5.5	-2.8	1.11	95.4	0.99	6.1	8.2	1.9	-12.2
Cc1nc(SCC(=O)NCCc2ccccc2)n[nH]1	1.4	0.9	1.04	80.7	1	5.7	2.9	-22.4	-2.4
CC(C)=CCC/C(C)=C/CC/C(C)=N/O	-0.8	-4.7	1.09	95.8	1.09	10.7	-1.4	16.4	-16.5
CN1C(=O)c2ccc(S(=O)(=O)c3ccc(C(=O)O)cc3)cc2C1=O	-1.0	6.4	1.04	94.4	0.96	11.8	3.0	21.1	-0.2
CC(=O)Nc1ccc(S(=O)(=O)NCCN2CCOCC2)cc1	-4.2	7.0	1.07	107.3	1.04	-1.0	2.7	9.3	8.2
CCN(CC)c1ccc(-n2cc3c(=O)n(C)c(=O)n(C)c3c2)cc1	-5.8	-10.6	3.69*	80.7	1.05	7.3	5.1	-15.6	-5.3
Cc1ccccc1NC(=O)C1Cc2ccccc2C(=O)O1 (stereo not drawn)	-0.4	-1.4	1.04	129.8	1	5.7	4.9	-4.8	-8.2
COc1ccc(OC)c(NC(=O)Cn2cc(C#N)c3cc(Br)ccc32)c1	-8.9	4.1	1.08	132.8	1.05	0.3	-0.3	20.6	-2.8
COc1ccc(-n2c(SCC(N)=O)nc3sc4c(c3c2=O)CCN(C)C4)cc1	-10.3	4.3	1.09	157.3	1.05	8.6	2.6	-0.7	-36.4
N#Cc1nc(COc2ccccc2)oc1N1CCC(Cc2ccccc2)CC1	2.0	2.9	1.13	132.3	1.02	5.4	3.8	-16.2	-6.2
Cc1cccc(N2CCN(C(=O)C3CCN(c4nnc(-n5cccc5)s4)CC3)CC2C)c1 (stereo not drawn)	-0.1	0.8	1.16	90.4	1.04	4.7	6.0	11.2	-10.2
Cc1ccc(S(=O)(=O)N2CCCC(C(=O)NCc3cccnc3)C2)cc1Cl (stereo not drawn)	1.3	6.4	1.03	95.3	1.02	-5.2	-2.4	-1.0	-10.8
O=C(O)c1cccc(S(=O)(=O)Nc2ccc3c(c2)OCO3)c1	45.0	-0.5	1.09	76.8	1.02	8.9	8.0	17.6	-0.7
O=c1cc(CO)oc(C(Nc2ccccn2)c2ccsc2)c1O (stereo not drawn)	-1.2	2.3	1.08	80.3	1.07	-5.5	-4.5	11.2	26.6
Cc1ccc2c(SCC(=O)NCc3ccco3)nc(-c3ccc(F)cc3)nc2c1	1.6	2.5	1.04	72.0	1.04	9.4	-2.4	8.8	12.7
Cc1[nH]c(=O)[nH]c(=O)c1S(=O)(=O)N1c2ccc(F)cc2CCC1C (stereo not drawn)	0.8	-1.4	1.04	86.3	0.99	8.2	3.9	5.2	-16.9
COc1ccc2c(c1OC)C(=O)N1C(C(=O)O)Cc3c([nH]c4ccccc34)C21 (stereo not drawn)	-6.9	10.1	2.17*	76.0	1.02	5.9	4.8	5.3	-8.3
Cc1cc(C(=O)NC(C)C2CCCO2)cs1 (stereo not drawn)	-2.1	10.2	1.11	85.5	1.03	9.5	4.5	2.1	-1.7
O=C(c1oc(=O)c2ccccc2c1-c1ccccc1)N1CCC(O)CC1	-1.6	-9.7	1.04	·	1.07	-9.7	-1.6	5.0	1.7
Cc1ccc(C)c(NS(=O)(=O)c2ccc(OCC(=O)NCc3ccco3)cc2)c1	-2.3	3.5	1.06	99.7	1.02	3.3	1.7	3.5	3.4
COc1ccc(Cl)cc1NC(=O)N(C)Cc1c(C)nn(C)c1C	0.7	-4.2	1.1	102.8	0.99	8.4	4.9	8.9	-14.7
COc1ccccc1CN1CC(C(=O)NC2CCCCC2)CC1=O (stereo not drawn)	0.8	1.1	1.05	113.6	0.99	-1.8	0.5	12.4	-3.9
Cc1oc2cc3c(C(=O)OCCN(C)C)c(C)oc3cc2c1C(=O)OCCN(C)C	-3.6	-6.7	1.05	83.3	1	8.9	0.8	-27.8	-5.7
COc1nc2ccccc2c(=O)n1OCC(C)C	-3.0	4.6	1.1	70.3	1	0.7	-1.0	-4.0	-4.4

Grouped by structure: the compounds so far with a CF3 group.
SMILES	Hsp90 block	JNK3 inh	Fluor 339 460	Her2 expr inh	Abs 340nm	PKA kinase inh	ROCK2 inh	DUSP1 inh	Cdc25B block
COc1ccc(CCNc2nc(-c3ccco3)cc(C(F)(F)F)n2)cc1OC	·	·	1.18	26.7	1.07	0.2	·	0.8	-10.8
O=C(COc1cccc2cccnc12)NCC(F)(F)F	2.3	0.6	1.21	115.1	1.01	3.3	0.5	40.8	-4.1

Bioassay records (PubChem)
